Source: PubChem BioAssay
HIF act: HIF pathway transcriptional activators, primary screen, cell-based, U2OS HRE-luciferase, luminescence. activation, % at 7.5 µM (by protocol). hit rate 0.32% among 300,000. U2OS HRE-luciferase reporter; normalized: DMSO 0%, desferrioxamine 100%;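 active = mean activation of at least 10% of the iron chelator positive control signal, with at least half of replicates also reaching 10%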
IEC-6 cytotox: cytotoxicity in IEC-6 intestinal epithelial cells, primary screen, cytotoxicity control for KLF5 inhibitor project, cell-based, luminescence | IEC-6 cytotoxicity, luminescence viability | inhibition, % at 5 µM | hit rate 0.78% among 290,000; in the data active = inhibition above about 22%;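 note: 0% = plate median of test compound wells and 100% = cytotoxic reference compound wells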
AI-2 QS modul: Vibrio harveyi AI-2 quorum sensing modulators, primary screen, JMH597 strain, luminescence/OD600 ratio | Vibrio harveyi JMH597 AI-2 luminescence/OD600 ratio, 9 h; stronger effect = lower value; strain lacks LuxN and CqsS sensors; 0 = neutral-control median | activity change, % at 7.5 µM | hit rate 0.4% among 300,000; in the data active = activity change below about -75%, passing the limit was not always enough;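 note: luminescence divided by OD600 gain over 9 h not by final OD600 alone; inactives centre near 13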
aSyn 5UTR inh: MLPCN primary screen, SNCA 5' untranslated region; hit rate 0.82% among 300,000; AID 1813, 2009; alpha-synuclein 5'UTR reporter, inhibitor activity; inhibition, % (tested at 7.5 µM); in the data active = inhibition above about 60%;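 note: H4 neuroglioblastoma cells stably carrying SNCA 5'UTR luciferase fusion; 0% = DMSO wells and 100% = positive control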
HSF1 inhib: HSF1 inhibitors in luciferase reporter cells, primary screen, cell-based, NIH3T3, luminescence | NIH3T3-HGL HSE-luciferase, MG132-induced, luminescence 8 h; stronger effect = lower value | hit rate 0.77% among 300,000 | activity change, negative = inhibition, % at 7.5 µM (by protocol) | AID 2098, 2009;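 active = more than half of replicate wells show activity change below -50%, luminescence cut by over half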;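 note: luciferase reports HSF-1 transcriptional activity via heat shock element; 0% = median of DMSO wells and -100% = zero luminescence signal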
Platelet DG rel: inhibitors of platelet dense granule secretion, primary screen, cell-based, MLPCN, human platelets; human platelet-rich plasma, SFLLRN dense granule ATP release, luminescence; inhibition, %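 (compounds screened at 7.5 µM in platelet-rich plasma)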; hit rate 0.22% among 300,000; AID 1663, 2009;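 active = mean replicate score, as percent of positive control, at or above 50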
SKKanGAS inh: S. pyogenes SKKanGAS growth inhibitors in kanamycin, primary screen, streptokinase expression inhibitor project, SKKanGAS strain, BacTiter-Glo luminescence | 6 h | inhibition, % at 7.5 µM | hit rate 1.3% among 300,000 | AID 1662, 2009;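 active = mean replicate score, as percent of positive control median, at least 50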;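 note: strain carries kanamycin resistance gene driven by streptokinase promoter and grows in 40 µg/ml kanamycin; loss of luminescence reflects streptokinase promoter inhibition or plain growth inhibition; 0% = median of DMSO wells and 100% = positive control at its reference dose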
HSP90 refold inh: HSP90 inhibitors, primary screen, cell lysate, luminescence; inhibition, % at 5.6 µM; Rabbit reticulocyte lysate, luciferase refolding luminescence, 3 h; hit rate 0.91% among 290,000; AID 1789, 2009;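 active = inhibition above the screen-wide mean plus 3 SD, computed separately per campaign, cut at about 16% in these data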;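 note: 0% = DMSO wells and 100% = 60 µM geldanamycin wells; inhibitors lower the luminescence because luciferase stays unfolded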
KLF5 inh: KLF5 expression inhibitors, primary screen, DLD-1 cells, luminescence; hit rate 0.23% among 290,000; inhibition, % at 5 µM; DLD-1 KLF5 promoter-luciferase reporter;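 active = inhibition above a per-plate limit of that plate's mean compound inhibition plus 3 SD, cut at about 60% in these data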;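 note: 0% = DMSO wells and 100% = LY294002 at 200 µM; higher means less KLF5 promoter-driven luciferase light; inactives centre near -14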
HSF1 activator: HSF-1 activators, primary screen, NIH3T3-HGL cells, MG132 stress, luminescence, single point | NIH3T3-HGL HSF-1 luciferase reporter, 8 h; 100% = twice DMSO control signal | hit rate 1.7% among 300,000 | activation, % at 9 µM;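 active = mean replicate activation of at least 50% with a set share of replicates each reaching 50%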;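 note: 0% = median of the neutral control wells and 100% = twice that signal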
The depositor's hits bear a star; · = not tested or not shown.

Results follow in this order: KLF5 inh	AI-2 QS modul	Platelet DG rel	IEC-6 cytotox	HSF1 activator	HIF act	aSyn 5UTR inh	HSP90 refold inh	SKKanGAS inh	HSF1 inhib
O=C(CSc1nc(C2CC2)nc2c1cnn2-c1ccccc1)Nc1c[nH]c(=O)[nH]c1=O
 : -18	31	3	9	-7	-0.8	31	1	-7	-2
COc1ccc(C)cc1NC(=O)CCNC(=O)Cn1cnc2ccccc2c1=O
 : -16	9	0	6	-3	0.1	-22	3	2	-4
COc1ccc(OC)c(/C=N/NC(=O)Cn2ccnc2C)c1
 : -1	19	0	0	27	-0.6	-4	0	0	5
O=C(O)CCSCCC(=O)O
 : -33	19	-8	4	-3	-0.3	-10	5	-11	-3
CN(C)S(=O)(=O)c1cccc(C(=O)NC2CCCc3ccccc32)c1 (centres undefined)
 : -13	9	-1	-4	8	0.5	19	8	14	-8
Cc1occc1C(=O)N1CCCC(Nc2ccc(F)c(F)c2)C1 (centres undefined)
 : -32	17	4	0	15	-0.2	3	-1	-1	-5
O=C(CCNC(=O)c1ccccc1Cl)NCC(c1ccco1)N1CCCC1 (centres undefined)
 : ·	13	36	·	-27	0.1	0	·	-3	2
COc1ccccc1OCCNc1cc(N2CCOCC2)ccc1[N+](=O)[O-]
 : -46	17	8	2	-5	0.3	-44	0	-6	-1
Cc1noc(C(=O)N2CCN(Cc3ccc4c(c3)OCO4)CC2)c1Cl
 : -7	7	-7	4	32	-0.5	1	0	6	10
CCCOC(c1ccccc1)(c1ccccc1)C(Oc1nc(C)cc(C)n1)C(=O)O (centres undefined)
 : -8	14	10	-5	0	0.1	-4	2	-3	-4
CCOCCn1ccc2c(OCC(=O)NCc3ccccc3)cccc2c1=O
 : ·	13	-1	·	8	-1.5	16	·	-2	2
NC(=O)CSc1nnc(-c2ccccc2F)n1C1CC1
 : 2	22	0	1	-14	0.1	-6	-3	-10	-5
O=C(c1ccccc1)c1nc2ccccc2n(CCCn2c(=O)c(C(=O)c3ccccc3)nc3ccccc32)c1=O
 : 0	18	-4	-4	2	0.0	26	1	21	-2
C=CCn1c(SCc2nc3ccccc3c(=O)[nH]2)nc2sc3c(c2c1=O)CCCC3
 : 2	28	-3	-1	4	-0.1	-3	2	0	-1
CCOC(=O)C1CCCN(C(=O)c2sc3nc(-c4ccccc4)cn3c2C)C1 (centres undefined)
 : -31	28	3	7	3	0.5	-8	-2	2	4

Shown with tabs: 11 of the compounds above
Structure	KLF5 inh	AI-2 QS modul	Platelet DG rel	IEC-6 cytotox	HSF1 activator	HIF act	aSyn 5UTR inh	HSP90 refold inh	SKKanGAS inh	HSF1 inhib
O=C(CSc1nc(C2CC2)nc2c1cnn2-c1ccccc1)Nc1c[nH]c(=O)[nH]c1=O	-18	31	3	9	-7	-0.8	31	1	-7	-2
COc1ccc(C)cc1NC(=O)CCNC(=O)Cn1cnc2ccccc2c1=O	-16	9	0	6	-3	0.1	-22	3	2	-4
COc1ccc(OC)c(/C=N/NC(=O)Cn2ccnc2C)c1	-1	19	0	0	27	-0.6	-4	0	0	5
O=C(O)CCSCCC(=O)O	-33	19	-8	4	-3	-0.3	-10	5	-11	-3
CN(C)S(=O)(=O)c1cccc(C(=O)NC2CCCc3ccccc32)c1 (centres undefined)	-13	9	-1	-4	8	0.5	19	8	14	-8
Cc1occc1C(=O)N1CCCC(Nc2ccc(F)c(F)c2)C1 (centres undefined)	-32	17	4	0	15	-0.2	3	-1	-1	-5
O=C(CCNC(=O)c1ccccc1Cl)NCC(c1ccco1)N1CCCC1 (centres undefined)	·	13	36	·	-27	0.1	0	·	-3	2
COc1ccccc1OCCNc1cc(N2CCOCC2)ccc1[N+](=O)[O-]	-46	17	8	2	-5	0.3	-44	0	-6	-1
Cc1noc(C(=O)N2CCN(Cc3ccc4c(c3)OCO4)CC2)c1Cl	-7	7	-7	4	32	-0.5	1	0	6	10
CCCOC(c1ccccc1)(c1ccccc1)C(Oc1nc(C)cc(C)n1)C(=O)O (centres undefined)	-8	14	10	-5	0	0.1	-4	2	-3	-4
CCOCCn1ccc2c(OCC(=O)NCc3ccccc3)cccc2c1=O	·	13	-1	·	8	-1.5	16	·	-2	2

(listing goes on)
Results follow in this order: KLF5 inh	AI-2 QS modul	Platelet DG rel	IEC-6 cytotox	HSF1 activator	HIF act	aSyn 5UTR inh	HSP90 refold inh	SKKanGAS inh	HSF1 inhib
COc1cccc(CN(C(=O)c2cc3ccccc3oc2=O)C2CC2)c1
 : -34	16	-8	-5	38	0.6	-61	6	-14	8
CC(C)CCNC(=S)Nc1ccc(F)cc1
 : 5	1	6	2	-6	-0.8	-14	0	4	3
CCCC1=C(C(=O)OCC)C(/C=C/c2ccccc2)n2ncnc2N1 (centres undefined)
 : 7	·	-3	4	33	3.4	-5	-2	0	15
O=c1[nH]c(=O)n(C(c2ccccc2)c2ccccc2)cc1Br
 : -14	-7	7	-3	6	-0.1	5	-1	1	12
COc1ccc(C(=O)N(C)C2CCCN(Cc3ccccc3F)C2)cc1OC (centres undefined)
 : -9	64	-9	4	13	-13	5	-1	0	0
CCOC(=O)C1CCN(C(=O)c2ccccc2N(C)S(C)(=O)=O)CC1
 : -1	20	-3	-7	15	-0.5	10	-9	-1	0
Cc1nc2ncnn2c(N2CCN(C(=O)c3cccc(F)c3)CC2)c1Cc1ccccc1
 : -3	11	1	4	14	0.3	33	6	12	-7
COc1ccc(NC(=S)N(CCC(C)C)C(C)c2ccncc2)cc1 (centres undefined)
 : -14	8	-3	-3	-12	0.3	-16	1	17	-7
Cc1cc(N2C(=O)C3C4CC(C(Br)C4Br)C3C2=O)no1 (centres undefined)
 : -5	8	13	0	10	0.0	1	-6	-9	2
COC(=O)c1ccc(-n2nnnc2SCC(=O)Nc2cc(OC)ccc2OC)cc1
 : -40	16	28	-3	0	·	-13	-1	3	4
COc1ccccc1N(C(=O)CCl)c1cn(C(C)=O)c2ccccc12
 : -7	34	1	57*	-75	-2.4	38	6	5	-76*
CC1(c2nnc(-c3ccc(Cl)cc3)o2)CC(c2cccc(Cl)c2)=NO1 (centres undefined)
 : ·	4	4	·	-19	-1.0	9	·	3	-3
CCN1CCN(c2nc(Nc3ccccc3)nc(N)c2[N+](=O)[O-])CC1
 : -21	23	-7	-3	-17	-0.1	23	-2	-1	-2
O=C(C1=C[C@H](c2ccccc2)C[C@H](OCc2ccc(CO)cc2)O1)N1CCN(Cc2ccccc2)CC1
 : 1	2	0	-1	13	-1.9	14	11	2	6
CCC(=O)Nc1cccc(NC(=S)NC(=O)c2ccc(Cl)cc2Cl)c1
 : -16	12	4	-11	1	3.1	-48	-7	-5	6

(cont.)
Results follow in this order: KLF5 inh	AI-2 QS modul	Platelet DG rel	IEC-6 cytotox	HSF1 activator	HIF act	aSyn 5UTR inh	HSP90 refold inh	SKKanGAS inh	HSF1 inhib
O=C(CSCc1cnn(-c2ccccc2)c1-n1cccc1)NCc1cccnc1
 : 6	-1	3	-7	0	-1.1	-18	-2	11	-4
CC(=O)c1c(C)[nH]c(C(=O)NCc2ccccn2)c1C
 : -35	31	0	-11	-5	1.3	-38	2	-4	-8
CN(C)C(=S)Nc1ccc(Br)c(Cl)c1
 : -4	22	0	-4	2	0.5	-10	2	1	5
CCOC(=O)c1cc(CC)sc1NC(=O)CN1CCN(C(=O)C2CCCO2)CC1 (centres undefined)
 : -25	33	-5	0	-4	0.2	12	0	0	-2
COC(=O)c1cc(NC(=O)Cn2c(=O)oc3ccccc32)cc(C(=O)OC)c1
 : -35	-47	-1	-6	8	-0.3	-3	-4	-1	3
CSC(=NCCCN1CCOCC1)NS(=O)(=O)c1cccs1
 : 1	10	-6	-5	-4	0.0	22	4	0	5
Cc1[nH]c2ccccc2c1C(c1ccccn1)N1CCC(C(N)=O)CC1 (centres undefined)
 : -12	7	4	0	-7	-0.2	31	6	-5	-2
O=C(NCc1cccs1)c1nc2c(nnn2Cc2ccc(F)cc2)c(=O)[nH]1
 : -26	8	11	0	-34	-0.6	3	-1	17	-18
CCc1ccc(NC(=O)C2CCN(S(C)(=O)=O)CC2)cc1
 : -35	33	-1	-2	-8	0.3	-1	-1	-2	-1
CCOC(=O)CCCn1c(C)nc(=O)c(-c2ccccc2)c1C
 : 6	35	14	-6	-1	-0.2	14	4	-1	4
CCN(CC)C(=O)CSc1nnc(C2CCCCC2)o1
 : -27	28	5	-3	4	-13	-4	-2	10	3
O=C(COc1ncnc2ccccc12)N1CCN(S(=O)(=O)c2ccc(Cl)cc2)CC1
 : -5	8	-1	0	6	-0.1	13	3	-5	-1
CCC(C(=O)Nc1nc(C)c(C)s1)c1ccccc1 (centres undefined)
 : -34	-1	-4	-8	-12	-0.3	16	1	-2	13
CC(CNC(=O)c1ccc(C(C)(C)C)cc1)CN(C)C (centres undefined)
 : 3	21	-11	-2	-21	0.4	-14	-2	-7	-22
Cc1ccc(NC(=O)CSc2nnc(Cc3ccccc3)c(=O)[nH]2)c(C)c1
 : ·	31	-4	·	-9	-0.2	6	·	11	-7

Later entries:
Results follow in this order: KLF5 inh	AI-2 QS modul	Platelet DG rel	IEC-6 cytotox	HSF1 activator	HIF act	aSyn 5UTR inh	HSP90 refold inh	SKKanGAS inh	HSF1 inhib
CCCCn1c(CNC(=O)C23CC4CC(CC(C4)C2)C3)nnc1SCC(=O)Nc1nnc(C)s1
 : 8	29	-1	1	5	-0.4	1	-3	4	-1
O=C(CN1C(=O)NC2(CCCC2)C1=O)Nc1cccc(Cl)c1Cl
 : 4	7	1	4	8	0.1	-7	-3	5	-1
C#CCOCCOCCOCCNc1nc(N2CCN(C(=O)[C@H](CCCCN)n3cc([C@@H](N)C(C)CC)nn3)CC2)nc(N2CCN(C(=O)[C@H](Cc3cc4ccccc4[nH]3)n3cc([C@@H](N)CC(C)C)nn3)CC2)n1 (some centres undefined)
 : -4	13	-5	9	9	1.6	-7	21*	-5	-7
NC(=S)Nc1cccc(Cl)c1
 : 0	2	7	-1	-2	-0.8	-14	-3	3	-1
O=S(=O)(Cc1ccccc1)NCCc1ccc(F)cc1
 : -53	25	-1	-5	18	-0.7	-1	3	-2	11
CCOC(=O)c1[nH]cnc1C(=O)Nc1ccc(C)cc1
 : 6	10	-6	2	7	-0.5	-58	1	3	-11
CC(NC(=O)CN(c1cccc(C(F)(F)F)c1)S(C)(=O)=O)c1ccccc1 (centres undefined)
 : -31	12	-4	7	16	-1.0	1	-2	3	2
N#CCC(=N)N1CCN(c2ccc(F)cc2)CC1
 : 11	9	-3	2	-1	-0.5	16	5	5	0
CCc1ccc(OCC(=O)N/N=C\c2ccco2)c([N+](=O)[O-])c1
 : -9	21	-43	0	3	0.9	10	-3	-5	15
